Compound activity: PubChem BioAssay, The Scripps Research Institute Molecular Screening Center
GBA enhancer: enhancers of human beta-glucosidase activity in Gaucher fibroblasts; P04062; L444P Gaucher fibroblasts, 4-MU-glucoside fluorescence, 3 days; activation, % at 10 µM; hit rate 0.44% among 30,000; in the data active = activation above about 65%;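 note: 0% = vehicle wells and 100% = positive control wells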
Target sequence (P04062 whole entry L483P): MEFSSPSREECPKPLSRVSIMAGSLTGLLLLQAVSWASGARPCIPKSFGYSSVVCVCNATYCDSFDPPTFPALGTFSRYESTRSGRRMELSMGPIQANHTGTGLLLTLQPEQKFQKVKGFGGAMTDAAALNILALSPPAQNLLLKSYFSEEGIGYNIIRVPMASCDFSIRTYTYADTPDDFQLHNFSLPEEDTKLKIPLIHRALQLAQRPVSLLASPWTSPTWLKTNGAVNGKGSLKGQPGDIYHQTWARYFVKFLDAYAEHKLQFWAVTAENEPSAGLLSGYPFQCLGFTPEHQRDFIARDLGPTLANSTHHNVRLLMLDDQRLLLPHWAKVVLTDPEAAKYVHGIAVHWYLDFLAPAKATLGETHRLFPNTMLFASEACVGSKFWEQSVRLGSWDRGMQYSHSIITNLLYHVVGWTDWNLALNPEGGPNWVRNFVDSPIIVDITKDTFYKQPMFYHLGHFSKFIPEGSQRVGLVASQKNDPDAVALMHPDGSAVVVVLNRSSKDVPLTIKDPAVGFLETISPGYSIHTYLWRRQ
The depositor's hits bear a star. These rows are one share of the data; the hit share may differ from the screen's.

SMILES	GBA enhancer
O=C(CSC1=Nc2ccccc2C2=NC(CC(=O)NC3CCCCC3)C(=O)N12)NCc1ccco1 (stereo unspecified)	-21
O=C(NCCc1ccccc1)c1ccnc(/C=N/O)c1	-7
CSc1nc2n(n1)C(c1cc(Br)ccc1F)C(C(=O)N(C)C)=C(C)N2 (stereo unspecified)	-10
CCc1cccc2c(=O)c(C(=O)N3CCOCC3)c[nH]c12	-28
CCOCCCNS(=O)(=O)c1ccc(Br)cc1	-7
O=S(=O)(c1ccc2c(c1)OCCO2)N1CCC(c2nc3ccccc3[nH]2)CC1	-39
CCOC(=O)c1sc(NC(=O)CSc2nnc(-c3ccco3)o2)c(C(=O)OCC)c1C	-10
CC(=O)Oc1ccc2oc3c(c2c1)C(=O)CCC3	1
Cc1cccc(CCNS(=O)(=O)c2cnc[nH]2)c1	-14
COC(=O)CNC(=O)C12CC3(C)CC(C)(CC(C)(C3)C1)C2	-17
CCN(C1CCCCC1)S(=O)(=O)c1cc(C)ccc1OC	-10
COc1ccc2c(C(F)(F)F)cc(=O)oc2c1C	-3

Additional results
SMILES	GBA enhancer
CCOc1cccc(C(=O)Nc2ccc(N3CCN(S(C)(=O)=O)CC3)cc2)c1	-18
CCCCN(CCCC)S(=O)(=O)c1ccc(C(=O)Nc2nnc(COC)o2)cc1	7
CSCCC(NC(=O)c1ccc(=O)n(C)n1)c1nc2ccccc2[nH]1 (stereo unspecified)	2
CCCCNC(=O)c1ccccc1C(=O)NCCCC	41
Cc1cc2nc(C)n(CCCN)c2cc1C	-4
COc1ccc(S(=O)(=O)N2CCC(C(=O)N3CCCC3)CC2)cc1Cl	2
O=C(CCS(=O)(=O)c1ccc(Cl)cc1)N1CCN(c2ccccc2F)CC1	-11
COc1ccc(CNC(=O)C2CCN(c3nccs3)CC2)cc1	0
O=C(O)CSc1nnc(-c2cccnc2)n1Cc1ccccc1	-14
CCCn1c(=NC(=O)c2ccncc2)c(C#N)cc2c(=O)n3cccc(C)c3nc21	4
O=c1c2ccccc2nc2n1-c1ccccc1CCC2	0
C[C@]12CC[C@@H]3c4ccc(O[C@@H]5O[C@H](C(=O)O)[C@@H](O)[C@H](O)[C@H]5O)cc4CC[C@H]3[C@@H]1C[C@@H](O)[C@@H]2O	-29

Fetched by structure from above (4):
SMILES	GBA enhancer
O=C(CCS(=O)(=O)c1ccc(Cl)cc1)N1CCN(c2ccccc2F)CC1	-11
CSCCC(NC(=O)c1ccc(=O)n(C)n1)c1nc2ccccc2[nH]1 (stereo unspecified)	2
COc1ccc(S(=O)(=O)N2CCC(C(=O)N3CCCC3)CC2)cc1Cl	2
CCOc1cccc(C(=O)Nc2ccc(N3CCN(S(C)(=O)=O)CC3)cc2)c1	-18

The listing continues:
SMILES	GBA enhancer
COc1ccc(OC)c(NC(=O)C2CCCC2)c1	-9
CC1=C(C)CC(C(=O)c2ccccc2)C(C(=O)O)C1 (stereo unspecified)	-23
CC(C)(CC(=O)N1CCN(c2ccc(Cl)cc2)CC1)CC1=NS(=O)(=O)c2ccccc2N1	-12
CCCN1C(=O)SC(CC(=O)Nc2ccccc2)C1=O (stereo unspecified)	-13
O=C(N1CCN(Cc2ccccc2)CC1)C12CC3CC(CC(C3)C1)C2	4
O=C(NCc1ccc(Cl)cc1)c1cc(-c2ccco2)on1	-15
Cc1cc2ccccc2c(=O)n1CC(=O)NC1CCCCCC1	-20
COC(=O)c1sc2ccccc2c1NC(=O)c1cccs1	3
Cc1ccnc(NS(=O)(=O)c2ccc(NC(=O)C3CCCNC3=O)cc2)n1 (stereo unspecified)	6
COC(=O)c1noc(-c2ccc(OC)cc2)n1	15
Cc1ccc(S(=O)(=O)N(C)CCCC(=O)N2CCN(C=O)CC2)cc1	-20
CCOC(=O)CN(C(=O)CSc1nnc(-c2cccc(OC)c2)o1)c1ccc(F)cc1	0

Later entries.
SMILES	GBA enhancer
O=C(c1oc2ccccc2c1N1CCCCC1)N1CCCCC1	8
O=C(C1CCCO1)N(Cc1ccccc1)c1ccccc1 (stereo unspecified)	-9
CCOCCCNC(=O)C1CCN(S(=O)(=O)N(CC(C)C)CC(C)C)CC1	-30
COc1ccc(Cl)cc1C(=O)CSc1nc(N)cc(N)n1	-9
O=C(O)CSCC(=O)NCc1ccccc1	-12
O=C1c2ccc(Oc3ccc4c(c3)C(=O)N(CCCCO)C4=O)cc2C(=O)N1CCCCO	-9
c1cc(-c2nc3cc(Cc4ccc5oc(-c6ccncc6)nc5c4)ccc3o2)ccn1	-16
COc1ccc(-c2[nH]nc3c2C(c2ccccc2OC(=O)N2CCOCC2)C(C#N)=C(N)O3)cc1 (stereo unspecified)	-3
COC(=O)c1ccc(C(=O)OC)c(NC(=O)Nc2ccc3c(c2)OCO3)c1	-19
Cc1ccc(NC(=O)CS(=O)CC(=O)N(C2CCCC2)C(C)C(=O)NC2CCCCC2)cc1 (stereo unspecified)	5
CSc1cc(C)nc(NC(C)=O)n1	-9
CS(=O)(=O)N1CCC(C(=O)Nc2ccc(Oc3ccccc3)cc2)CC1	-29

(more compounds)
SMILES	GBA enhancer
O=C(CCCOc1ccc(Cl)cc1)Nc1nncs1	-12
CCOC(=O)C1=C(C)N=c2s/c(=C3\C(=O)Nc4ccccc43)c(=O)n2C1c1ccc2c(c1)OCO2 (stereo unspecified)	-35
CCOc1ccc(S(=O)(=O)N2CCN(Cc3ccccc3)CC2)c2cccnc12	-13
CCOC(=O)c1c(NS(=O)(=O)c2cccc(OC)c2)sc2c1CCC2	19
O=C(NC12CC3CC(CC(C3)C1)C2)C1=COCCO1	-6
CC(C)NCC(O)COc1c(F)cc(Br)cc1F (stereo unspecified)	-24
Nc1nc(-c2ccc(Cl)cc2)nn1C(=O)c1cccnc1	15
O=C(c1cc(-c2ccncc2)nc2ccccc12)N1CCN(c2ccc(N3CCOCC3)nn2)CC1	-7
Cn1c(=O)c2c(-c3ccccc3)n(-c3ccccc3O)cc2n(C)c1=O	-25
Cc1cc(NCCN2CCCCC2)n2c(nc3ccccc32)c1C#N	-11
CC(=O)N1CCC2(CC1)CC(=O)c1cc(OCC(=O)NCc3ccc(C)cc3)ccc1O2	-35
O=C(c1ccco1)N1CCN(C(c2ccccc2Cl)c2nnnn2Cc2ccco2)CC1 (stereo unspecified)	-18

Next section.
SMILES	GBA enhancer
O=C(CCN1C(=O)C2C3C=CC(C3)C2C1=O)Nc1ccc2c(c1)OCO2 (stereo unspecified)	-23
COc1ccccc1NC1SC(=O)N(c2ccccc2)C1=O (stereo unspecified)	-6
CCOC(=O)N1CCN(C(=O)COc2ccc(S(=O)(=O)NC3CCCCC3)cc2C)CC1	-20
Cc1cc(C)nc(SCc2nnc(SCC(=O)Nc3ccc(C)c(C)c3)o2)n1	-5
COC(=O)c1sc2nc(CN3CCOCC3)nc(N3CCOCC3)c2c1C	-12
O=C(O)C1C2C=CC(C2)C1C(=O)NC1CCN(Cc2ccccc2)CC1 (stereo unspecified)	10
CSc1cccc(NC(=O)CN(C)S(=O)(=O)c2ccc(F)cc2)c1	-3
O=C(O)c1cccc(CSc2nnc(Cc3ccccc3)o2)c1	-3
COC(=O)c1cc(-c2ccc(OC)c(OC)c2)on1	-4
CCn1c(=O)cc(OCC(=O)NCc2ccc(C)o2)c2ccccc21	-6
C1CCN=C(Nc2nn[nH]n2)CC1	-15
COc1ccccc1NC(=O)CN1CCN(CC(=O)Nc2ccc(Cl)c(C(F)(F)F)c2)CC1	-39

The results go on:
SMILES	GBA enhancer
CCOc1ccc(S(=O)(=O)N(C)c2ccc(OCC(=O)Nc3ccc4[nH]c(=O)[nH]c4c3)cc2)cc1	-6
O=C(O)CCCNC(=O)OCc1ccccc1	13
Cc1nn2c(-c3ccncc3)nnc2c2ccccc12	-4
COc1ccc2c(c1)N1CCN=C1N2C	2
CCCC1CCC(C(=O)Nn2c(C)nc3ccccc3c2=O)CC1 (stereo unspecified)	-20
O=C(CSc1nnc(-c2ccc(S(=O)(=O)N3CCOCC3)cc2)o1)c1ccccc1F	-11
O=C(CN1CCN(C(=O)c2ccco2)CC1)Nc1ccc(Cl)c(C(F)(F)F)c1	-37
Cc1ccc(Cl)cc1N(CC(=O)N1CCCCCC1)S(C)(=O)=O	-4
O=C(Nc1ccc(Cl)cc1)N1CCN(c2ccc3nnc(-c4ccc(F)cc4)n3n2)CC1	-11
COc1ccc(NC(=O)N(Cc2cc3cc(OC)ccc3[nH]c2=O)CC2CCCO2)cc1 (stereo unspecified)	6
CCC(OC(=O)CC1Sc2ccccc2NC1=O)C(=O)NCC1CCCO1 (stereo unspecified)	6
COC(=O)c1ccccc1NC(=O)Nc1cnccn1	13

Following part
SMILES	GBA enhancer
O=c1cc(CO)oc(CN2CCC(Cc3ccccc3)CC2)c1O	-12
CCN(CC)S(=O)(=O)c1cccc(C(=O)N2CCCCC2)c1	-36
Cc1nn(CC(=O)Nc2ccccn2)c(=O)c2ccccc12	-8
CN1CCN(CCN2CCn3c2nc2ccccc23)CC1	-1
CC(C)C(=O)Nc1cccc(C(=O)NCc2ccc(S(N)(=O)=O)cc2)c1	-13
COC(=O)CCC(=O)N1CCc2cc(S(=O)(=O)N3CCc4ccccc43)ccc21	-6
CC(=O)NC(=O)NC1CSCC1OC(C)=O (stereo unspecified)	6
O=C(CN1C(=O)C2C3C=CC(C3)C2C1=O)NCc1ccc2c(c1)OCO2 (stereo unspecified)	-28
CN(C)c1ccc(/C=C/C(O)=C2/C(=O)N(C)C3(C)CC2c2ccccc2O3)cc1 (stereo unspecified)	28
CCc1ccc(C(=O)N2CCN(c3ccc(F)cc3)CC2)s1	-7
Oc1ccc(-c2nc3ncccn3c2Nc2ccc3c(c2)OCO3)cc1	-45
CCOCCCn1c(SCC(=O)Nc2ccc(C(N)=O)cc2)nc2ccccc2c1=O	-21

(more compounds)
SMILES	GBA enhancer
COc1ccc(S(=O)(=O)N2CCC(C(N)=O)CC2)c2ccccc12	-7
CCC(Oc1ccccc1)C(=O)N1CCC(C(N)=O)CC1 (stereo unspecified)	-34
CC(C)CCN1C(=O)c2ccc(C(=O)NCC3CCCO3)cc2C1=O (stereo unspecified)	-20
Cc1ccc(CSC2=Nc3ccccc3C3=NC(CC(=O)NCc4ccco4)C(=O)N23)cc1 (stereo unspecified)	-2
CC(C(=O)Nc1ccccc1-c1ccccc1)N1CCN(C(=O)c2ccco2)CC1 (stereo unspecified)	-5
COCC(=O)Nc1cccc(Br)c1	-19
COc1cc(OC)cc(-c2cc3nc4c(c(N5CCN(c6cnccn6)CC5)n3n2)CCCC4)c1	-41
CCc1nnc(N2CCN(c3ncnc4c3oc3ccccc34)CC2)s1	9
CCc1ccccc1N(CC(=O)Nc1cccc(N(C)S(C)(=O)=O)c1)S(C)(=O)=O	-11
COc1ccc(OC)c(NC(=O)CSc2nnc(CNc3ccc(C)cc3C)o2)c1	-17
CCOc1ccc(N2CC(C(=O)NCCC3=CCCCC3)CC2=O)cc1 (stereo unspecified)	4
CN(C)C(=O)CSc1nc(SCC(=O)N(C)C)n(-c2ccccc2)n1	-18

Ordered by heavy-atom count (ascending): part of the list above
SMILES	GBA enhancer
COCC(=O)Nc1cccc(Br)c1	-19
CCC(Oc1ccccc1)C(=O)N1CCC(C(N)=O)CC1 (stereo unspecified)	-34
CN(C)C(=O)CSc1nc(SCC(=O)N(C)C)n(-c2ccccc2)n1	-18
COc1cc(OC)cc(-c2cc3nc4c(c(N5CCN(c6cnccn6)CC5)n3n2)CCCC4)c1	-41

(cont.)
SMILES	GBA enhancer
Cc1ccc(C)n1CCN1CCN(C(=O)CSc2nc3ccccc3nc2N2CCOCC2)CC1	47
O=C1CCC(=O)c2oc3ccccc3c2N1	3
O=C(CCn1nc(-c2ccc(Cl)cc2)ccc1=O)NCCCN1CCCCCC1	-74
O=c1c2ccccc2nc(-c2ccccc2)n1Cc1ccco1	9
CCn1c(SCc2c(F)cccc2Cl)nnc1-c1ccco1	-4
O=C1C2(c3ccccc3)CN(CCCO)CC1(c1ccccc1)CN(CCCO)C2	2
CCN(CC(=O)NCc1cccs1)S(=O)(=O)c1cccc(C(C)=O)c1	-1
Cn1c(SCc2nc3ccccc3[nH]2)nnc1-c1ccccn1	11
Cc1ccccc1OCCn1c(=O)oc2ccccc21	-16
FC(F)Sc1nnc(-c2cccs2)n1-c1ccccc1	-15
C=CCSc1nnc(NC(=O)CSc2nc3ccccc3o2)s1	4
CCCn1c(N)c(C(=O)CSc2nnc(-c3ccco3)n2Cc2ccccc2)c(=O)[nH]c1=O	-11

(next part)
SMILES	GBA enhancer
Nn1cc(-c2ccccc2)nc1SCC(=O)N1CCN(S(=O)(=O)c2ccccc2)CC1	5
OC(CNCC(c1ccco1)N1CCCCC1)c1ccccc1 (stereo unspecified)	-34
Cc1noc(C)c1C(=O)OCC(=O)c1c(N)n(CC(C)C)c(=O)n(C)c1=O	-32
c1ccn(-c2ncnc3sc4c(c23)CCCC4)c1	-20
N#CC(C(=O)Nc1ccc(Cl)cc1)=C1Nc2ccccc2N1	-31
Oc1ccc(-c2nnc(SCC3CCCCC3)o2)cc1	10
Cc1csc(NC(=O)Nc2cccc(Cl)c2)n1	2
O=C1c2ccccc2-c2nccnc21	24
COc1ccccc1NC(=O)N1CCN(c2cc(-c3ccccc3)nc3ncnn23)CC1	-5
Cc1cc(Nc2nnnn2-c2ccccc2)n(-c2ccc(Cl)cc2)n1	20
Cc1ccc(S(=O)(=O)N2CCN(C(=O)COC(=O)c3cc(C)oc3C)CC2)cc1	-13
CCNc1nc(Oc2ccc(C(=O)OCC)cc2)nc(SC)n1	6
COc1ccc(CCNC(=O)Cn2nnc(-c3cccc(OC)c3OC)n2)cc1OC	7
CC1=C(C(=O)Nc2cc(C)ccn2)C(c2ccc(C)cc2)C2=C(CCCC2=O)N1 (stereo unspecified)	12
